Screening data (PubChem BioAssay)
RBBP9 inh = blocks human serine hydrolase RBBP9; O75884; recombinant RBBP9, FP-Rh probe fluorescence polarization; inhibition, % at 7.94 µM; hit rate 0.2% among 220,000; AID 1515;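 active = inhibition above the campaign mean of all tested compounds plus 3 SD, cut at about 14% in these data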;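 note: plate controls were DMSO wells with RBBP9 for no effect and wells lacking RBBP9 protein for full effect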
Target sequence (O75884 whole entry, looked up): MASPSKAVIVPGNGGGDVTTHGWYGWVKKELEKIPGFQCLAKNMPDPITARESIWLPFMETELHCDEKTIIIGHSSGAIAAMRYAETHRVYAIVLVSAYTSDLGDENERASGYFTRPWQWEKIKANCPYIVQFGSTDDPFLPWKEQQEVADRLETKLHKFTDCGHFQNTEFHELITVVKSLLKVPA
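System: RBBP9 protein | Quantity: 2.5 µM RBBP9 dispensing solution, before mixing | Reagent: FP-Rh probe, 375 nM dispensing solution | Timing: Enzyme-compound preincubation 30 min, then probe labeling 45 min, 25 °C | Measured by: Fluorescence polarization | Read-out: % inhibition | Replication: One well per compound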
NPY2 pot ag = potentiators or agonists of human neuropeptide Y receptor Y2. cells expressing NPY-Y2, potentiator/agonist read-out. activation, % at 3.6 µM. hit rate 0.45% among 220,000. AID 1359; in the data active = activation above about 27%;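 note: cells stimulated with NPY near EC25 plus isoproterenol at EC100; 0% = vehicle plus submaximal agonist and 100% = vehicle plus saturating agonist; some results beyond the cut were filed as inactive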
Target sequence (P49146 whole entry, looked up): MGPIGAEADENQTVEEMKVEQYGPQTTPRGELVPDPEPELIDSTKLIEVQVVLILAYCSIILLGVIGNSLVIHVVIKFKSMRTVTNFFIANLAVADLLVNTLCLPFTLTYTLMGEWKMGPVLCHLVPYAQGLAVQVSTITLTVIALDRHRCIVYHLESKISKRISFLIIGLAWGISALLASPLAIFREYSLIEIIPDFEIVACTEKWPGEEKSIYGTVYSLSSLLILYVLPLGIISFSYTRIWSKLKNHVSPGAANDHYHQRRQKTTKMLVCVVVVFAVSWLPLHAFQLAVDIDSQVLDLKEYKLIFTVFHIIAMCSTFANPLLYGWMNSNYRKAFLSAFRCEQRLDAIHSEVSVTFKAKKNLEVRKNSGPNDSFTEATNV
Runt-CBFb FRET = Runt domain-CBFb interaction inhibition; Q01196+Q13951; AID 1496; inhibition, % at 20 µM; hit rate 0.46% among 220,000; Cerulean-Runt/Venus-CBFb FRET ratio 530/480, 1 h;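 active = inhibition over about 50% at 20 µM in the single-dose screen, limit read from the data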;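 note: 0% = DMSO wells and 100% = excess unlabeled CBFb competitor control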
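test system = Cerulean-tagged RUNX1 Runt domain (FRET donor) fusion protein | reagent = Venus-CBFb binding partner, 100 nM | incubation = protein complex preformed 1 h, compound exposure 1 h, room temperature, dark | detection = FRET fluorescence | read-out basis = loss of energy transfer signal | controls = 5 µM unlabeled CBFb as full-inhibition high control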
Ba/F3 V617F tox = reduce viability of Ba/F3 cells dependent on JAK2V617F; Ba/F3 EpoR-JAK2V617F viability, ATP luminescence; inhibition, % at 5.6 µM; hit rate 1.1% among 220,000; AID 1446;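 active = inhibition above the campaign mean plus 3 SD over all tested compounds, cut at about 24% in these data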;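 note: cytokine-independent growth of Ba/F3 cells driven by EpoR plus mutant JAK2; 0% = DMSO-treated cells and 100% = JAK inhibitor I control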
S1P4 antagonist = human S1P4 receptor antagonism. inhibition, % at 4.98 µM. hit rate 0.26% among 220,000. S1P4-expressing cells, antagonist mode, reporter read-out; in the data active = inhibition above about 29%;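 note: 0% = wells stimulated with agonist and 100% = vehicle wells without agonist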
Target sequence (O95977 whole entry, looked up): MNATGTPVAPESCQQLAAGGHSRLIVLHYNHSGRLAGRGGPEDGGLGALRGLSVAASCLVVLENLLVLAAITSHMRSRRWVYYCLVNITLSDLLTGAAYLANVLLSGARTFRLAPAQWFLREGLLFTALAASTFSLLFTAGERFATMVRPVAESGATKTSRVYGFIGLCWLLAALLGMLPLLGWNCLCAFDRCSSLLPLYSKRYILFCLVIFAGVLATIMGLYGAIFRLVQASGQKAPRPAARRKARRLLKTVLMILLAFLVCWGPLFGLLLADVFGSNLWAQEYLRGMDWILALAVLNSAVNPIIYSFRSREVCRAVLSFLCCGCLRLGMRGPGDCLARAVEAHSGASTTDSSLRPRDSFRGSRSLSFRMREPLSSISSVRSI
BaF3 parental = parental Ba/F3 viability inhibition as JAK2V617F counter-screen. inhibition, % at 5.6 µM. CellTiter-Glo ATP luminescence. AID 1486. hit rate 1.1% among 220,000;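 active = inhibition above a per-campaign cutoff, the mean inhibition of all tested compounds plus 3 SD, cut at about 27% in these data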;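 note: 0% = DMSO wells and 100% = JAK Inhibitor I control wells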
NPY1 pot ag = human NPY-Y1 potentiation or agonism, primary screen. P25929. NPY-Y1 expressing cells, potentiator/agonist activation. activation, % at 3.6 µM. hit rate 0.37% among 220,000. AID 1304; in the data active = activation above about 33%, passing the limit was not always enough;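 note: cells stimulated with NPY at EC10 then isoproterenol at EC100; 0% = low agonist plus stimulus and 100% = saturating agonist plus stimulus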
S1P4 ag = activates the human S1P4 receptor; S1P4-expressing cell line, agonist reporter assay; activation, % at 4.98 µM; hit rate 0.35% among 220,000; AID 1509; in the data active = activation above about 11%;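 note: 0% = DMSO vehicle and 100% = reference agonist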
NPY Y1 blocker = blocks the human neuropeptide Y Y1 receptor | AID 1040 | inhibition, % at 3.6 µM | HEK293-CNG Y1 cells, membrane potential fluorescence; NPY at EC95, then isoproterenol | P25929 | hit rate 1% among 200,000;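 active = inhibition above the campaign mean inhibition of all tested compounds plus 3 SD, cut at about 20% in these data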;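 note: 0% = DMSO wells given NPY plus isoproterenol and 100% = isoproterenol alone without NPY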
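Benchmarks – high control isoproterenol alone, low control NPY with isoproterenol · Material – HEK293 Y1/CNG channel cell line · Times – dye 3 h, compound 60 min room temperature, stimulation 45 min · Probe or stimulus – NPY (25 nM), isoproterenol (1 µM), Ro 20-1724 (25 µM) · Evaluation – % inhibition of NPY effect · Signal – fluorescence, membrane potential probe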
Numbers without * were called inactive; / = not tested or not shown. Random draw from the library. About 3.6% of those tested had a hit in this group.

SMILES	RBBP9 inh	NPY2 pot ag	Runt-CBFb FRET	Ba/F3 V617F tox	S1P4 antagonist	BaF3 parental	NPY1 pot ag	S1P4 ag	NPY Y1 blocker
O=C(COC(=O)c1oc2ccccc2c1COc1ccccc1)NCCN1C(=O)CSC1=O	-8	3	-9	-3	-8	2	-43	-1.2	0
CCC(C(=O)O)N1C(=O)C2CCCCC2C1=O (centres undefined)	-4	7	0	3	5	-5	-9	0.4	/
O=C(C[n+]1ccc2ccccc2c1)c1ccc(NC(=O)c2ccccc2)cc1	-3	-10	-5	-2	-6	-2	-7	-1.0	-3
COc1ccc(CN2CCN(C(=O)c3ccco3)CC2)cc1OCc1ccccc1	-5	-2	0	-1	0	2	-16	1.2	6
COc1ccc(CCNc2nc(N3CCOCC3)nc(N3CCOCC3)n2)cc1OC	3	7	0	-6	5	4	-22	-0.2	-2
CCCc1nnc(NC(=O)CCC(=O)NC2CCCc3ccccc32)s1 (centres undefined)	-6	-8	2	-1	-28	-3	-1	0.9	0
CCN1CCN(C(=O)CS(=O)(=O)Cc2nc(-c3ccc(C)cc3)oc2C)CC1	-2	-1	0	-2	6	6	6	-0.2	4
CC(=O)N(C)c1nnc(-c2cnccn2)s1	-1	-2	0	0	-34	0	11	1.4	9
COc1ccccc1CNC(=O)CCn1c(=O)oc2ccccc21	-5	-3	9	3	-13	7	16	0.1	-4
O=C(COC(=O)c1ccccc1C(=O)c1ccc(Cl)cc1)NCC1CCCO1 (centres undefined)	-5	-11	2	-1	-5	8	-23	1.1	-3
C/C(=N/NC(=O)c1ccoc1C)c1cccc(NC(=O)C(F)(F)F)c1	5	12	-1	-2	-17	5	-9	2.0	-1
CCOC(=O)C1=C(C)C(c2cccc(Oc3ccccc3)c2)NC(=S)N1 (centres undefined)	-9	-13	-1	4	-12	8	11	0.7	0
COc1cccc(/C=N/NC(=O)C(=O)Nc2ccccc2OC(F)(F)C(F)F)c1O	-11	11	-12	-3	-7	0	-14	-0.3	-5
Cc1ccc(Cl)cc1NC(=O)c1ccc(CSc2nnnn2C)cc1	0	-15	0	1	-1	4	-4	-2.4	5
O=S(=O)(Nc1ccc(F)cc1)c1ccc(NC(=S)Nc2ccccc2)cc1	0	12	-2	-1	1	-1	2	0.5	-3
CCN(CC)c1ccc(N2C(=O)/C(=C/c3cccs3)SC2=S)cc1	-2	-7	1	-2	-4	4	1	-1.9	4
CC(=O)C1=C(c2ccccc2)NC(=O)NC1c1ccccc1OCC(=O)NCc1ccccc1 (centres undefined)	-2	-4	-1	1	-8	7	10	-0.2	5
C/C(=N\NC(=O)C1CCCN(S(=O)(=O)c2ccccc2)C1)c1ccncc1 (centres undefined)	-3	-14	2	1	-7	1	5	-0.2	-1
CCOC(=O)c1sc(NC(=O)c2ccc(C)o2)nc1C	-8	-3	-1	-1	15	3	6	1.3	-2
CC1(C)CC(=O)C2=C(C1)N(Cc1ccco1)C(=O)C2(NC(=O)c1ccc(Cl)cc1Cl)C(F)(F)F (centres undefined)	-8	5	-1	1	-18	4	6	-1.0	-3
CC(=O)Nc1ccc(NC(=O)/C(Cl)=C/c2ccccc2)cc1	0	-2	-3	2	-10	93*	15	2.3	1
COc1c(Cl)cc(Cl)cc1CNCCNCC(C)O (centres undefined)	-5	-13	4	0	-4	6	1	0.7	1
Cc1ccc(CC2CC(=O)N(Cc3ccco3)C2=O)cc1 (centres undefined)	-6	1	12	3	-105	6	1	1.5	2
CCOc1ccc(NCC2CCOC(C)(C)C2)cc1 (centres undefined)	2	22	5	-2	-2	2	3	-0.7	5
COCCNC(=O)C(OC(=O)c1cccs1)c1ccc(F)cc1 (centres undefined)	2	7	1	-2	1	3	-3	-0.2	2
COc1ccc2cc(C(=O)Nc3c(C)n(C)n(-c4ccccc4)c3=O)sc(=O)c2c1OC	-9	-2	1	4	3	5	0	0.5	2
COC(=O)c1cccc(Oc2nc3c(c(=O)n(C)c(=O)n3C)n2C(C)C)c1	1	5	1	-3	-8	1	-3	-2.9	2
Oc1nc(Nc2ccc(F)cc2)sc1/C=C1\C=Nc2ccccc21	-2	-18	-5	-2	8	3	-3	-0.1	/
O=C(CCc1ccc(S(=O)(=O)NCc2ccccc2)cc1)NCc1ccc2c(c1)OCO2	2	-1	2	-4	-4	4	13	0.0	-2
COc1ccc(N2CC(C(=O)N/N=C/c3cc([N+](=O)[O-])ccc3O)CC2=O)cc1 (centres undefined)	-5	4	-1	1	-7	7	10	-0.8	5
COc1ccccc1N1CCN(S(=O)(=O)c2ccc3nc(-c4ccccc4)[nH]c3c2)CC1	-72	-8	-5	-2	1	5	-33	1.2	4
O=c1[nH]c2ccccc2n1C1=CCNCC1	-4	-20	2	4	-2	-5	-11	0.9	/
Cc1ccccc1OCCNCC(C)O (centres undefined)	-6	3	-1	-1	-13	4	-1	0.1	-2
CCC(=O)c1ccc(OCC(O)CNCc2ccc(F)cc2)cc1 (centres undefined)	-4	3	0	4	-15	6	-21	3.3	5
Cc1c(C(=O)NCc2ccccc2)oc2ccc(S(=O)(=O)N3CCC4(CC3)OCCO4)cc12	-17	-1	-3	7	-24	9	-10	-1.8	-3
O=C(O)c1cc(N/N=C2/CC(c3ccccc3)Oc3ccccc32)ccc1Cl (centres undefined)	-1	7	-1	-5	-4	0	13	-0.5	0

Random excerpt: 5 compounds from above.
SMILES	RBBP9 inh	NPY2 pot ag	Runt-CBFb FRET	Ba/F3 V617F tox	S1P4 antagonist	BaF3 parental	NPY1 pot ag	S1P4 ag	NPY Y1 blocker
Oc1nc(Nc2ccc(F)cc2)sc1/C=C1\C=Nc2ccccc21	-2	-18	-5	-2	8	3	-3	-0.1	/
COc1ccccc1N1CCN(S(=O)(=O)c2ccc3nc(-c4ccccc4)[nH]c3c2)CC1	-72	-8	-5	-2	1	5	-33	1.2	4
Cc1ccccc1OCCNCC(C)O (centres undefined)	-6	3	-1	-1	-13	4	-1	0.1	-2
O=C(CCc1ccc(S(=O)(=O)NCc2ccccc2)cc1)NCc1ccc2c(c1)OCO2	2	-1	2	-4	-4	4	13	0.0	-2
O=C(O)c1cc(N/N=C2/CC(c3ccccc3)Oc3ccccc32)ccc1Cl (centres undefined)	-1	7	-1	-5	-4	0	13	-0.5	0

Next records:
SMILES	RBBP9 inh	NPY2 pot ag	Runt-CBFb FRET	Ba/F3 V617F tox	S1P4 antagonist	BaF3 parental	NPY1 pot ag	S1P4 ag	NPY Y1 blocker
COCCN(C(=O)CSc1nnc(-c2cccc(OC)c2)n1C)c1c(N)n(Cc2ccccc2)c(=O)[nH]c1=O	-4	8	0	-6	0	-3	-4	0.1	5
Cn1c(C(O)C(O)c2ccccc2)nc2ccccc21 (centres undefined)	1	6	1	1	16	4	9	0.5	-5
O=C(c1ccc(F)cc1F)N(Cc1ccccn1)Cc1ccco1	-3	10	5	-3	12	6	15	-0.8	0
COc1cc(Cl)cc(C#N)c1OCC(=O)O	2	12	2	-1	-12	4	-21	-3.7	-1
Cc1ccc(CSc2nnc(CCNC(=O)OC(C)(C)C)o2)cc1	-6	-24	0	-3	-2	0	-4	-0.3	/
COc1ccc2c(c1)c(CCN1C(=O)c3ccccc3C1=O)cn2C(=O)c1ccco1	-7	3	0	1	0	0	1	1.6	12
COc1ccc(CNC(=O)C(c2cccs2)N(C(=O)c2csnn2)C2CC2)cc1 (centres undefined)	-6	0	-2	0	-18	3	5	-0.6	7
COc1ccc(/C=N/NC(=O)c2nc(-c3ccccc3)n(-c3ccccc3)n2)cc1	-4	-17	0	-1	-4	3	-13	-1.4	0
CSC1=NCCN1C(=O)c1ccc(Br)o1	2	-2	0	1	-3	3	0	1.1	-3
Cc1nn(Cc2ccc(Cl)cc2)c(C)c1NC(=O)Cn1nc([N+](=O)[O-])c(Cl)c1C	-8	2	-2	1	-1	2	-8	-1.6	6
O=C(/C=C/Sc1ccccc1)c1ccc(Cl)cc1	-9	-5	1	-2	1	6	1	-0.7	4
CCN(CC)C(=O)Cn1ccc(NC(C)=O)nc1=O	-1	3	0	0	-1	-8	20	-1.1	/
CSc1cccc(NC(=O)C2CCCN(S(=O)(=O)c3cnc[nH]3)C2)c1 (centres undefined)	5	17	2	-2	-19	2	5	0.6	5
COc1ccccc1CNC(=O)CSc1ccsc1[N+](=O)[O-]	0	4	2	-3	6	4	3	-2.2	-5
O=C(c1cc2ccccc2o1)c1cccs1	-4	2	34	-2	-2	2	-9	-0.9	2
O=C(O)CSc1nnc(COc2cccc3cccnc23)n1-c1cccc(C(F)(F)F)c1	-7	4	0	1	-2	7	2	-1.2	2
Cc1nn(-c2ccccc2)cc1/C=N/O	-3	1	0	-1	-2	2	-2	-2.2	7
COc1ccc(-n2c3c(c(=O)[nH]c2=O)C(NS(=O)(=O)c2ccc(Cl)cc2)(C(F)(F)F)C(=O)N3)cc1 (centres undefined)	3	-1	-1	-3	16	-3	7	-0.8	/
CCOC(=O)C1=C(CN2CCOCC2)NC(=O)NC1c1cc(C)ccc1C (centres undefined)	-3	12	-1	-2	-10	3	19	1.8	3
CC1CN(C(=O)c2nn(C)cc2[N+](=O)[O-])CC(C)O1 (centres undefined)	-8	-6	-1	-2	-4	1	-11	0.4	1
O=c1c(Cl)c2oc3ccccc3nc-2c2ccccc12	-6	10	-29	1	-4	6	9	1.6	-1
CCOC(=O)Cc1csc(SCc2cc(=O)oc3cc(O)ccc23)n1	-3	-3	78*	1	-1	5	15	-0.5	2
CN(Cc1c(C(=O)N2CCc3ccccc3C2)nc2ccc(Cl)cn12)C(C1CC1)C1CC1	-7	-7	-2	-4	7	4	-14	0.2	25*
CCOC(=O)c1cnc2c(c(C)nn2C)c1Oc1cc(Cl)cc(Cl)c1	-8	-25	-8	3	-22	1	-66	0.7	/
CC(C)(C)n1nc2c(c1NC(=O)c1ccc(Br)cc1)CS(=O)C2 (centres undefined)	-1	-13	2	2	-3	8	-1	-2.7	-1
CSc1nc(SCC(=O)NCc2ccco2)c2c3c(sc2n1)COC(C)(C)C3	-8	-18	5	-2	-7	1	-12	-0.7	5
CCCn1cc2c(c1-c1cccc(C)c1)c(=O)n(C)c(=O)n2C	-3	4	-1	-2	-4	1	-19	-4.5	-1
Cc1cc(=O)oc(C)c1C(=O)NCCC(C)C	-5	-8	-1	4	17	1	-14	-1.3	-7
CCOC(=O)CC(NS(=O)(=O)c1ccc(OC)c(C)c1)c1cccc([N+](=O)[O-])c1 (centres undefined)	-10	0	-1	-4	3	2	-4	-0.8	3
O=C(c1ccccn1)N1CCN(S(=O)(=O)c2ccc(F)cc2)CC1	2	17	2	-1	-8	12	0	0.0	-4
COc1ccc(CNC(=O)c2ccc3nccnc3c2)cc1	-9	-10	1	1	6	4	7	1.4	1
CN1CCN(Cc2cc(COCc3ccccc3)c3cccnc3c2O)CC1	1	11	-4	38*	12	16	13	-0.4	6
COc1ccc(C(=O)NCc2nnc(SC)n2Cc2ccccc2)cc1	0	8	2	0	-15	4	-6	-1.1	7
